EBV gp42 inh = Epstein-Barr virus gp42 inhibitors, primary screen, biochemical, uHTS, fluorescence polarization. Glycoprotein 42 (Epstein-Barr virus (strain AG876)), Q1HVG2. Fluorescence polarization binding assay, mP read-out. inhibition, % (tested at 21.74 µM). 220,000 compounds, 0.42% hits. AID 1085, 2008; in the data active = inhibition above about 50%
Target sequence (Q1HVG2 whole entry, looked up): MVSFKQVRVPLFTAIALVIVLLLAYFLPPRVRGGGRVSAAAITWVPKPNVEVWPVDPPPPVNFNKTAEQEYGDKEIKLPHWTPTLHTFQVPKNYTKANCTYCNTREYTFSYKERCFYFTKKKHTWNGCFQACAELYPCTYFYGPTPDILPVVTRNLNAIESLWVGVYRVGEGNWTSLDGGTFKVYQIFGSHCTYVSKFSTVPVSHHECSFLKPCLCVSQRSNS
zfTRPN1 agonist = zebrafish TRPN1 channel agonists, primary screen, cell-based, HEK293, calcium fluorescence | AID 1424, 2008 | transient receptor potential cation channel N1 (TRPN1/NompC), Danio rerio | 220,000 compounds, 0.18% hits | HEK293 zebrafish TRPN1-YFP, Fluo-8 calcium fluorescence; 100% = response to 87 µM carbachol | activation, % at 3 µM;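 active = activation above its plate's cutoff, the mean activation of test wells on that plate plus 3 SD, cut at about 19% in these data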;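 note: 0% = DMSO alone and 100% = 87 µM carbachol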
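Control set: carbachol 87 µM as high control, DMSO as low control; system: HEK293 stable line with zebrafish TRPN1-YFP; read-out: % activation versus carbachol response; detection: intracellular calcium fluorescence with Fluo-8; doses: single test compound dose, 3 µM nominal, 0.3% DMSO; schedule: dye 1 h 37 °C plus 30 min RT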
PPC-1+TRAIL kill = compounds killing PPC-1 cancer cells with TRAIL present, primary screen, TRAIL potentiator project, ATPLite luminescence, uHTS; PPC-1 cells + TRAIL, ATPLite viability luminescence; cell killing (% activity), % at 4 µM; 220,000 compounds, 0.41% hits; AID 1443, 2008;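 active = cell killing above 50% in the first pass at 4 µM, then a duplicate retest at 5 µM averaging 50% or more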;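 note: plate controls were cells with TRAIL plus DMSO for no effect and medium-only wells lacking cells for full effect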
CHOP inhibitor = inhibitors of CHOP promoter induction, primary screen, cell-based, unfolded protein response, luciferase reporter; CHO-K1 CHOP-promoter luciferase, tunicamycin-induced, 15-18 h; 220,000 compounds, 3.8% hits; inhibition, % at 10 µM; AID 2732, 2010;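 active = compounds that reduced the stress-induced luciferase reporter signal by more than about 70% of percent inhibition, limit read from the data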;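 note: 0% = tunicamycin plus vehicle and 100% = wells without tunicamycin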
p47phox inh = p47phox/p22phox peptide binding inhibitors, primary screen, biochemical, uHTS, NADPH oxidase regulatory subunit; Neutrophil cytosol factor 1 (Homo sapiens), P14598; fluorescence polarization, 2 h; 220,000 compounds, 0.53% hits; inhibition, % at 24.7 µM;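 active = inhibition above about 30%, limit read from the data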;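 note: 0% = p47phox with labelled peptide and 100% = labelled peptide alone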
Target sequence (P14598 whole entry, looked up): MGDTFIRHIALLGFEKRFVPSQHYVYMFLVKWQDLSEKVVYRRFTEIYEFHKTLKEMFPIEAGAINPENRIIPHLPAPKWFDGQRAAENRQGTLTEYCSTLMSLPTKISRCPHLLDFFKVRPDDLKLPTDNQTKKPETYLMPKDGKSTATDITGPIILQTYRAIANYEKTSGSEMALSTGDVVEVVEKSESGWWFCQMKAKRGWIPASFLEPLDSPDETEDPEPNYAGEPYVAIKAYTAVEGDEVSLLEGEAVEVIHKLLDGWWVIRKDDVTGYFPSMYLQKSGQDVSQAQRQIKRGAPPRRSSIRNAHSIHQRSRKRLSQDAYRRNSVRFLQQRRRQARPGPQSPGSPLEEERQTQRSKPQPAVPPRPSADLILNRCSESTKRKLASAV
Mdm2 ligase inh = MDM2-luciferase reporter signal enhancers, primary screen, MDM2 E3 ligase inhibitor project, cell-based, luminescence, 1536-well; 210,000 compounds, 0.11% hits; signal enhancement, % at 5 µM; cell-based MDM2 ubiquitination luciferase reporter, 2 h; 0 = plate control, 100 = twice control, blank-subtracted;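 active = signal enhancement of 30% or more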;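 note: luminescence tracks abundance of the self-degrading MDM2-luciferase fusion protein; higher signal means inhibition of MDM2 E3 ligase activity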
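system = mammalian cells stably expressing self-ubiquitinating, self-degrading MDM2 E3–luciferase fusion | quantity = 2000 cells per well seeded | incubation = 4 h cell settling then 2 h compound exposure, 37 °C | signal = SteadyLite luminescence, 15 min reagent step | benchmarks = plate control and blank wells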
TRPML3 agonist = human TRPML3 channel agonists, primary screen, cell-based, HEK293 TRPML3-YFP, Fluo-8 calcium fluorescence, 3 µM. 220,000 compounds, 0.29% hits. Mucolipin-3 (Homo sapiens), Q8TDD5. 100% = the carbachol control signal. activation, % at 3 µM. AID 1448, 2008;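 active = activation above its plate's cutoff, the mean activation of the plate's test wells plus 3 SD, cut at about 12% in these data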;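 note: 0% = DMSO only wells and 100% = carbachol wells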
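Test system: HEK293 cells stably carrying human TRPML3-YFP; Doses: single dose, 3 µM final nominal compound, 0.3% DMSO final; Schedule: dye loading 1 h 37 °C then 30 min ambient, 125 s read; Technique: Fluo-8 calcium fluorescence; Benchmarks: high control carbachol 87 µM, low control DMSO.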
Runt-SMMHC FRET = inhibitors of RUNX1 Runt–CBFb-SMMHC binding, primary screen, biochemical, FRET, Cerulean-Runt, Venus-CBFb-SMMHC, uHTS | AID 1434, 2008 | inhibition, % at 20 µM | Runt-related transcription factor 1 (Homo sapiens) + Core-binding factor subunit beta … | Cerulean-Runt/Venus-CBFb-SMMHC FRET ratio 530/480, 1 h | 220,000 compounds, 0.74% hits;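 active = mean inhibition across duplicate retests at 20 µM reaching about 50%, limit read from the data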;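 note: 0% = DMSO wells and 100% = wells with excess untagged CBFb-SMMHC; inhibitors lower the FRET ratio by blocking Runt binding to CBFb-SMMHC; some results filed as inactive read as strong as hits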
TNF necrop inh = inhibitors of TNF-alpha triggered necroptosis, primary screen, cell-based, Jurkat FADD-/-, single concentration; Jurkat FADD-/- TNF necroptosis rescue, ATP luminescence, 24 h; 0 = TNF only, 100 = no-TNF cells; activation (protection from cell death), % at 10 µM; 220,000 compounds, 0.068% hits; AID 463075, 2010;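 active = activation, meaning protection from cell death, of at least 50% relative to plate controls; inactive = activation below 50%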;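 note: necroptosis triggered by 40 ng/mL TNF-alpha added together with compound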
Starred values were filed as active, the others as inactive; x = not tested or not shown.

SMILES	EBV gp42 inh	zfTRPN1 agonist	PPC-1+TRAIL kill	CHOP inhibitor	p47phox inh	Mdm2 ligase inh	TRPML3 agonist	Runt-SMMHC FRET	TNF necrop inh
c1ccc(C2Nc3ccccc3-c3nc4ccccc4n32)nc1 (configuration not stated)	-17.1	0.4	x	-2.9	-10.8	-19.2	0.0	13.5	-0.2
Cc1ncc([N+](=O)[O-])n1CC(=O)NC1CCCC1	-4.5	0.1	9.0	4.4	-9.7	1.2	1.0	1.2	-2.1
COc1ccc2nc(NCc3ccccc3)[nH]c2c1	1.0	0.7	4.0	30.0	-11.3	-9.9	-0.3	-1.3	-4.2
Cc1ccc(S(=O)(=O)NC(CC(C)C)C(=O)Nc2nccs2)cc1 (configuration not stated)	-20.2	-0.5	0.7	-2.3	-14.0	-12.2	-0.1	3.9	2.6
CCCCOc1ccc(C(=O)N/C(=C/C=C/c2ccccc2)C(=O)O)cc1	-3.8	0.2	4.4	4.1	5.5	-4.8	0.1	-4.5	2.2
C/C(C/C(C)=C1/SC(=S)NC1=O)=C1\SC(=S)NC1=O	-6.1	2.0	14.6	6.1	-33.4	-4.5	1.0	19.6	0.3
CCOC(=O)CSc1nnc2n(C3CCCCC3)c(=O)c3c4c(sc3n12)CCCC4	7.4	1.9	-0.3	0.4	1.5	-8.7	-0.2	-1.2	-0.2
O=C(N/N=C\c1ccc(F)cc1)c1ccc(F)cc1	-2.7	0.8	44.6	-12.5	-1.6	-17.3	1.1	-7.2	-1.0
COc1ccc2c(c1OC)C(=O)OC2	-17.5	-0.3	10.3	16.7	-7.4	-4.5	0.8	-0.7	1.1
CC1CCC(NC(=O)c2ccc(/C=C3\Oc4ccccc4N(C)C3=O)cc2)CC1 (configuration not stated)	-7.5	-1.9	28.2	90.7*	-2.2	0.6	0.5	0.1	2.8
O=C(CSc1ccc(-c2ccco2)nn1)NCc1ccc(F)cc1	-11.1	-0.6	22.6	13.7	-22.7	-11.0	0.5	17.8	1.2
CC(=O)Nc1nc(C)c(CCC2OCCO2)c(=O)[nH]1	-7.8	0.1	-7.5	3.7	-3.2	-19.7	-0.3	0.4	-0.8
Cc1ccc(C)c(C(=O)CSc2nnc(C)s2)c1	-17.0	1.0	8.7	-5.4	-3.3	-17.9	0.6	2.3	0.4
CCn1cc(/C=N\NC(=O)c2c[nH]c3ccccc23)c(C)n1	-1.1	0.7	0.3	3.1	-1.2	-2.0	0.6	1.6	1.2
CC(C)(C)OC(=O)N1CCCC1C(=O)NC(Cc1ccccc1)C(=O)O (configuration not stated)	-6.1	0.4	4.6	3.6	1.8	x	0.6	1.2	-1.0
O=C(Nc1ccc(N2CCCC2)cc1)c1ccc(Br)o1	7.9	-0.5	-2.5	4.8	3.0	x	-0.1	-6.5	-2.5
O=C(Oc1ccc(Cl)cc1)c1ccc2nccnc2c1	-18.1	-0.7	5.0	44.6	-15.6	-1.0	0.9	-0.2	-1.0
CC(C)n1c2ccccc2c2nnc(SCC(=O)OCN3C(=O)c4ccccc4C3=O)nc21	-14.4	0.0	15.6	90.5*	-13.3	25.0	0.0	-2.5	-0.9
O=C(c1n[nH]c(=O)c2ccccc12)N1CCN(Cc2ccc3c(c2)OCO3)CC1	-0.1	2.6	19.1	28.2	-6.3	x	1.2	-1.6	0.8
CC1(C)CC(=O)c2c(oc3cc(O)c(O)cc23)C1	-17.6	-0.9	5.5	-25.2	-8.9	5.7	-0.2	44.0	-2.0

Ten structures already listed, arranged by SMILES length, descending:
SMILES	EBV gp42 inh	zfTRPN1 agonist	PPC-1+TRAIL kill	CHOP inhibitor	p47phox inh	Mdm2 ligase inh	TRPML3 agonist	Runt-SMMHC FRET	TNF necrop inh
CC1CCC(NC(=O)c2ccc(/C=C3\Oc4ccccc4N(C)C3=O)cc2)CC1 (configuration not stated)	-7.5	-1.9	28.2	90.7*	-2.2	0.6	0.5	0.1	2.8
Cc1ccc(S(=O)(=O)NC(CC(C)C)C(=O)Nc2nccs2)cc1 (configuration not stated)	-20.2	-0.5	0.7	-2.3	-14.0	-12.2	-0.1	3.9	2.6
CCn1cc(/C=N\NC(=O)c2c[nH]c3ccccc23)c(C)n1	-1.1	0.7	0.3	3.1	-1.2	-2.0	0.6	1.6	1.2
CC(=O)Nc1nc(C)c(CCC2OCCO2)c(=O)[nH]1	-7.8	0.1	-7.5	3.7	-3.2	-19.7	-0.3	0.4	-0.8
CC1(C)CC(=O)c2c(oc3cc(O)c(O)cc23)C1	-17.6	-0.9	5.5	-25.2	-8.9	5.7	-0.2	44.0	-2.0
O=C(Nc1ccc(N2CCCC2)cc1)c1ccc(Br)o1	7.9	-0.5	-2.5	4.8	3.0	x	-0.1	-6.5	-2.5
O=C(Oc1ccc(Cl)cc1)c1ccc2nccnc2c1	-18.1	-0.7	5.0	44.6	-15.6	-1.0	0.9	-0.2	-1.0
Cc1ccc(C)c(C(=O)CSc2nnc(C)s2)c1	-17.0	1.0	8.7	-5.4	-3.3	-17.9	0.6	2.3	0.4
COc1ccc2nc(NCc3ccccc3)[nH]c2c1	1.0	0.7	4.0	30.0	-11.3	-9.9	-0.3	-1.3	-4.2
COc1ccc2c(c1OC)C(=O)OC2	-17.5	-0.3	10.3	16.7	-7.4	-4.5	0.8	-0.7	1.1

Profiles as entered above. Order of screens: EBV gp42 inh | zfTRPN1 agonist | PPC-1+TRAIL kill | CHOP inhibitor | p47phox inh | Mdm2 ligase inh | TRPML3 agonist | Runt-SMMHC FRET | TNF necrop inh
Shown for `COc1ccc2c(c1OC)C(=O)OC2` = -17.5 | -0.3 | 10.3 | 16.7 | -7.4 | -4.5 | 0.8 | -0.7 | 1.1
Shown for `c1ccc(C2Nc3ccccc3-c3nc4ccccc4n32)nc1` (configuration not stated) = -17.1 | 0.4 | x | -2.9 | -10.8 | -19.2 | 0.0 | 13.5 | -0.2

Later entries
SMILES	EBV gp42 inh	zfTRPN1 agonist	PPC-1+TRAIL kill	CHOP inhibitor	p47phox inh	Mdm2 ligase inh	TRPML3 agonist	Runt-SMMHC FRET	TNF necrop inh
Cc1ccccc1CN(c1ccc(C(=O)N2CCCC2)cc1)S(C)(=O)=O	-21.7	-0.1	8.9	13.3	-10.0	21.0	0.6	1.7	-0.5
NC(=O)c1nnn(-c2cccc(C(F)(F)F)c2)c1-c1ccccc1	-24.2	-1.9	3.4	-7.6	-5.1	3.7	0.0	-4.3	0.3
COc1ccc(N2C(=O)CC(SCc3ccc(Cl)cc3)C2=O)cc1 (configuration not stated)	-2.1	5.4	10.0	31.5	-7.8	-9.0	2.6	-0.3	5.5
CCC(C)c1ccc(OCC(=O)Nc2ccc3[nH]c(=O)[nH]c3c2)cc1 (configuration not stated)	-8.3	2.4	19.4	5.3	-1.2	-11.1	0.8	6.1	1.8

Bioassay records deposited in PubChem by several laboratories.
